Source: PubChem
Abeta yeast res: qHTS for compounds that reverse cellular toxicity of Amyloid beta (A-beta) peptide in yeast: Primary Screen. 410,000 compounds, 0.063% hits. AID 1347071, 2019. Potency, µM (series often up to 46.1 µM), for inactives: at the highest dose growth rescue, hits mostly activators. yeast expressing A-beta42, growth rescue, OD600, 48 h; response scale: 0% DMSO, 100% iron-clioquinol control; note: potency is the fitted concentration of half-maximal effect; nearly all actives have a fitted effect of over 55% in size
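Yeast growth medium received pinned compounds, then yeast cells expressing toxic A-beta were added; plates incubated at 30 C for 48 hr. Growth read as absorbance at 600 nm, normalized to DMSO and equimolar FeCl3 plus clioquinol controls.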
PLK1 PBD block: qHTS for Inhibitors of PLK1-PDB (polo-like kinase 1 - polo-box domain): Primary Screen. Serine/threonine-protein kinase PLK1 (Homo sapiens), P53350. Plk1 PBD binding of FITC phosphopeptide, fluorescence polarization. Potency, µM, inactives show max response, negative = inhibition, actives largely listed as inhibitors. 360,000 compounds, 2.8% hits. AID 720504, 2013; note: potency is the fitted concentration of half-maximal effect; series mostly up to about 57 µM; % is set by controls: 0 for no effect and ±100 for the full control effect; nearly all actives have a fitted effect of over 65% in size
Target sequence (P53350 whole entry, looked up, the tested form may be a part): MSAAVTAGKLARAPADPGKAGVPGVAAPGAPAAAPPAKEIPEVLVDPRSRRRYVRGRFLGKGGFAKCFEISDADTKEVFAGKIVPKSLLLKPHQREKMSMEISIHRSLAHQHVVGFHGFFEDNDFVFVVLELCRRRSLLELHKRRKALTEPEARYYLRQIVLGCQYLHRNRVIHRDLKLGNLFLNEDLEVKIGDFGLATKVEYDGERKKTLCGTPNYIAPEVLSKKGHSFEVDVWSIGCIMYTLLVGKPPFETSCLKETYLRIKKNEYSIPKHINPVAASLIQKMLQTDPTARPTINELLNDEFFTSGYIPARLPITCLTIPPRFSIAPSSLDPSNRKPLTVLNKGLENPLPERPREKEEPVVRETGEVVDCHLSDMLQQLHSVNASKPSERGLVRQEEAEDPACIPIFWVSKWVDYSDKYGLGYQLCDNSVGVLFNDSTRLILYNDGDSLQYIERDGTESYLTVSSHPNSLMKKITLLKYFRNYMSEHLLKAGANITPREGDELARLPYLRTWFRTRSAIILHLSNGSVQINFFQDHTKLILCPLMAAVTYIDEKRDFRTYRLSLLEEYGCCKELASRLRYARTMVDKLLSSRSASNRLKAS
EPAC1 agonist: qHTS for Agonist of cAMP-regulated guanine nucleotide exchange factor 3 (EPAC1): primary screen. 360,000 compounds, 0.073% hits. Potency, µM (titrated, usually from 154 µM), for the others: at the highest dose activation, actives largely listed as activators. EPAC1 agonist qHTS, biochemical assay; response scale: 100% = response to 6.5 mM cAMP. Rap guanine nucleotide exchange factor 3 (Homo sapiens), O95398. AID 720707, 2013; note: potency is the fitted concentration of half-maximal effect; nearly all actives have a fitted effect of over 60% in size
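Nucleotide exchange assay: 100 nM EPAC1 with 250 nM Rap1B loaded with BODIPY-GDP and 50 uM GDP, room temperature. Fluorescence (480/540 nm) read every 5 min for 30 min; signal change normalized to 6.5 mM cAMP as full agonist.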
PI5P4Ka inh: qHTS for Inhibitors of phosphatidylinositol 5-phosphate 4-kinase (PI5P4K); Phosphatidylinositol 5-phosphate 4-kinase type-2 alpha (Homo sapiens), P48426; PI5P4Kalpha enzyme, ADP-Glo luminescence, 60 min; active compounds read low; max response, %; 330,000 compounds, 1.2% hits; AID 652105, 2013; active = max response of -50% or lower; inconclusive = between -30% and -50%; inactive = -30% or higher; note: value at the top dose of about 77 µM; % is set by controls: 0 for no effect and ±100 for the full control effect
Target sequence (P48426 whole entry, looked up): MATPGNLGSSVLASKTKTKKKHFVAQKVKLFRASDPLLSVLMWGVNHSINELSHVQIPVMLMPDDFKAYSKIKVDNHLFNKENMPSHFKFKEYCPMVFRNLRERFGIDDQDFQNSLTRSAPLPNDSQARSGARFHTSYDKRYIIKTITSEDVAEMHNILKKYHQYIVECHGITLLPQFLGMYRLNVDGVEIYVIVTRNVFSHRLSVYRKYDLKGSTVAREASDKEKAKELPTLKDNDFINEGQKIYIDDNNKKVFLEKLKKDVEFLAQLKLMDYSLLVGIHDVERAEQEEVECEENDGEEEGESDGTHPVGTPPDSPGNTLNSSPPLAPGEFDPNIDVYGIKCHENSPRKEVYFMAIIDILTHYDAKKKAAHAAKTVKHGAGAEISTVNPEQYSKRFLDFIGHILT
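Reactions run in 0.038 M HEPES pH 7.4, 0.28 mM EGTA, 0.1% CHAPS and 5% DMSO, with PI5P4Kalpha, substrate, compound and 5 microM ATP final, one hour at room temperature. Readout is ADP-Glo luminescence.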
WRN inhibitor: qHTS for Inhibitors of WRN Helicase | Bifunctional 3'-5' exonuclease/ATP-dependent helicase WRN (Homo sapiens), Q14191 | WRN helicase unwinding, fluorescent forked duplex, kinetic | Potency, µM (highest dose often 114 µM), without a hit: top-dose activity change, negative = inhibition, most hits filed as inhibitors | 360,000 compounds, 0.46% hits; note: potency is the fitted concentration of half-maximal effect; % is set by controls: 0 for no effect and ±100 for the full control effect; nearly all actives have a fitted effect of over 55% in size
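Fluorescence dequenching readout, ex 525 nm/em 598 nm, kinetic mode: forked duplex DNA (100 nM final) with adjacent fluorophore and quencher unwound by WRN (20 nM final) with 2 mM ATP. Compound preincubation 15 min, room temperature.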
IL-2 act: qHTS of IL-2 Activators. IL-2 activation reporter assay, cell-based qHTS; stimulated with anti-CD3/CD4/CD28 beads; in transgenic mouse T cells. activation, % (series mostly up to about 46 µM). 360,000 compounds, 0.065% hits; in the data active = activation above about 50%; inconclusive = mostly about 30% to 49%; note: 0% is about no effect
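Readout is EGFP and DsRed signal by fluorescent plate cytometry after 18 h at 37 degrees C. Transgenic mouse T cells (750/well) received compound for 60 min before bead stimulation (anti-CD3, anti-CD4, anti-CD28); memory T cells served as non-tolerant control.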
FUS suppressor: qHTS for Suppressors of FUS Proteinopathy: Primary screen using FUS-linked yeast assay. S. cerevisiae FUS-expressing, growth rescue, OD600, 24 h. Potency, µM (highest dose often 76.6 µM), without a hit: at the highest dose growth rescue (activation), most hits filed as activators. 390,000 compounds, 0.24% hits;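 note: potency is the fitted concentration of half-maximal effect; plate controls were DMSO vehicle for no effect and reference control for full effect; nearly all actives have a fitted effect of over 55% in size; some results filed as inactive show a strong effect at the top dose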
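Yeast FUS proteinopathy model; galactose-induced FUS (2%), starting OD 0.005. Cpds in dilution series, 24hr, 30C, 99% humidity. Abs 600 nm growth. Pos ctrl CP55940 (top 92uM final); neg ctrl DMSO.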
EPAC1 antagonist: qHTS for Antagonist of cAMP-regulated guanine nucleotide exchange factor 3 (EPAC1): primary screen | Rap guanine nucleotide exchange factor 3 (Homo sapiens), O95398 | EPAC1 GEF assay, Rap1b-BODIPY-GDP exchange fluorescence | Potency, µM (doses to about 115 µM), inactives show at the highest dose activity change, negative = inhibition, usual class: inhibitors | 360,000 compounds, 0.14% hits;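 note: potency is the fitted concentration of half-maximal effect; plate controls were vehicle for no effect and positive control for full effect; nearly all actives have a fitted effect of over 50% in size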
* hit, by the source's call; ? = inconclusive; / = no result given; [ ] = another dose, or the depositor's remark. Unless noted, calls come from the whole dose curve; as a rule, active = well fitted curve in the direction sought with a large enough effect; inconclusive = small, poorly fitted or top-dose-only effect, or another doubt; inactive = no such curve, though single readings can be large; an effect the other way counts as inactive or inconclusive.

Each structure is followed by: Abeta yeast res	PLK1 PBD block	EPAC1 agonist	PI5P4Ka inh	WRN inhibitor	IL-2 act	FUS suppressor	EPAC1 antagonist
CCn1c(SCC(=O)Nc2ccc(C)cc2)nc2nc3c(cc2c1=O)COC(C)(C)C3
    -10%	3%	-8%	9	-8%	-0.7	5%	4%
O=C(Nc1cccc(S(=O)(=O)N2CCCC2)c1)[C@@H]1O[C@H](CO)[C@@H](O)[C@H]1O
    -2%	-3%	5%	7	0%	-0.3	-14%	-6%
CCC(=O)c1c[nH]c(C(=O)NCc2cccc(C(F)(F)F)c2)c1
    -7%	4%	-7%	0	-2%	-6.6	14%	4%
CCOC(=O)c1c(NC(=O)C2CC2)sc(C)c1CC
    -14%	-23%	2%	7	-12%	0.0	/	-18%
N#Cc1c(NC(NC(=O)c2ccco2)C(=O)c2ccccc2)sc2c1CCCC2 (stereo not given)
    -64%[inhibitor]	-20%	23%	/	96%[activator]	-1.7	35%	-9%
Cn1c(SCc2nc(-c3ccccc3)no2)nnc1-c1ccco1
    -2%	-1%	-3%	-2	-2%	1.5	-3%	11%
CN1C(=O)/C(=C2\SC(=S)N(C(CCC(=O)O)C(=O)O)C2=O)c2ccccc21 (stereo not given)
    -7%	?	3%	-8	-35%	-0.1	2%	3%
CCOc1cc(Br)ccc1S(=O)(=O)NCc1ccccc1
    -8%	3%	-1%	-3	0%	-0.3	/	8%
CC1(c2ccccc2Br)NC(=O)N(CC(=O)NC2CCCCC2)C1=O (stereo not given)
    4%	-9%	2%	0	5%	1.0	-7%	4%
Cc1ccc(-c2nc3cc(N)ccc3o2)cc1Br
    -21%	-21%	-7%	19	4%	-2.3	?	-12%
Cc1cc(C(=O)NNC(=O)C(CCC(N)=O)NS(=O)(=O)c2ccc(Cl)cc2)c(C)o1 (stereo not given)
    2%	1%	0%	3	13%	-0.1	6%	-21%
CCOc1cc(/C=N/NC(=O)Nc2ccccc2)ccc1O
    -9%	-11%	-2%	1	-33%	4.1	33%	-6%
CC1Cc2ccccc2N1C(=O)C(C)n1cc(C(F)(F)F)cc(Cl)c1=O (stereo not given)
    ?	-14%	-4%	-5	7%	1.3	7%	-5%
O=S(=O)(c1ccc2[nH]ccc2c1)N1CCCCCC1
    10%	-2%	-4%	-4	9%	-0.4	3%	-21%
COc1cc(Cl)c(C)cc1NC(=O)COC(=O)C(NS(=O)(=O)c1ccc(Cl)cc1)C(C)O (stereo not given)
    -12%	-3%	-8%	0	-5%	0.9	21%	-4%
CC(C)CNS(=O)(=O)c1ccc2c(c1)OCCO2
    23%	0%	-7%	-2	12%	-1.5	4%	1%
O=C(O)CCC1(CCC(=O)O)CCCC(CCC(=O)O)(CCC(=O)O)C1=O
    4%	3%	-3%	0	-5%	-0.1	12%	1%
CCc1ccc(OC(C)C(=O)N(Cc2ccccc2)C2CCS(=O)(=O)C2)cc1 (stereo not given)
    -7%	-4%	-9%	3	0%	0.3	39%	-1%
O=C(O)C1=C[C@H](C2CC2)C[C@H](OCc2ccc(CO)cc2)O1
    1%	2%	0%	6	2%	0.0	-19%	-8%
COc1cccc(C2NC(=O)NC(O)(C(F)(F)F)C2C(=O)c2cccnc2)c1OC (stereo not given)
    3%	-9%	2%	0	7%	0.4	2%	-11%
CSCCC(C(=O)NCc1ccccc1)n1c(-c2ccc3c(c2)CCO3)nc2ccccc21 (stereo not given)
    10%	-10%	-1%	-9	0%	0.4	33%	-7%
Clc1cc(NCc2cccs2)ccc1N1CCOCC1
    -19%	-9%	4%	0	-1%	0.3	31%	10%
Cc1nc2ccccc2n1CC(=O)NC1CCCC1
    -5%	-1%	0%	-3	-9%[57.1 µM]	-4.0	9%	16%
CC/C(=N/NC(=O)c1ccc(Br)o1)c1ccc(Cl)cc1
    5%	0%	-9%	8	-14%	-1.0	/	-9%
O=C(c1cnn2ccccc12)N(Cc1ccco1)C1CCCC1
    2%	-5%	-2%	-4	6%	-0.9	-12%	-23%
O=S(=O)(c1ccc2c(c1)N(Cc1ccc(Cl)cc1)C1CCCN21)N1CCOCC1 (stereo not given)
    -11%[9.22 µM]	-5%	11%	1	-18%	5.5	?	-24%
CC(O)CNCCNCc1c(OCc2ccccc2)ccc2ccccc12 (stereo not given)
    -12%	0%	1%	/	-17%[57.1 µM]	-1.0	-5%	15%
CCCCCCn1c(=O)n2n(c1=O)[C@@H]1CN(S(=O)(=O)c3ccc(C)cc3)C[C@]1(O)[C@@H](OC(=O)NC1CCCC1)C2
    -7%	-9%	-23%	8	-6%	-1.7	44%	-24%
CCOC(=O)c1[nH]c2ccc(OCC)cc2c1CCCN1C(=O)c2ccccc2C1=O
    4%	1%	-4%	24	-11%	0.0	2%	7%
Cn1c(SCC(=O)NNC(=O)Cc2ccccc2)nnc1-c1ccc(Cl)cc1
    22%	-13%	18%	4	-1%	-0.1	16%	-21%
CCCC(=O)Nc1ccc2oc(-c3ccncc3)nc2c1
    11%	-7%	-2%	-1	0%	-0.9	16%	1%
C=Cn1cc[n+](CC(=O)c2ccc(C)cc2)c1
    -14%	-11%	1%	7	9%	-0.7	10%	-4%
Cc1ccccc1C(=O)N1CCN(c2ccc(NC(=O)c3ccc4c(c3)OCO4)cc2)CC1
    -12%	2%	-5%	1	-1%	-2.8	0%	-4%
Cc1oc(-c2cccs2)nc1CS(=O)CC(=O)NCCc1ccccc1 (stereo not given)
    -8%	?	0%	-16	1%	-1.7	14%	-2%
O=C(c1cc2ccccc2oc1=O)N(Cc1ccc2c(c1)OCO2)Cc1ccco1
    -4%	-7%	6%	1	-2%	-1.4	17%	-2%
O=Cc1ccc(Oc2ncccn2)cc1
    -8%	2%	3%	1	-2%	-1.5	1%	-5%
COc1ccc(NC(=O)CC2SC(N3CCCC3)=NC2=O)cc1Cl (stereo not given)
    11%	1%	8%	-2	1%	0.6	-3%	3%
O=C1C=C(N2CCOCC2)CO1
    8%	2%	5%	6	-7%	-0.1	-27%	-1%
CN1C2C=C3C(C#N)=C(N)C(C#N)(C#N)[C@@H](c4cccs4)C3C1CC2 (stereo not given in full)
    9%	-14%	-5%	-7	-34%[57.1 µM]	0.8	-3%	2%
c1c2c(cc3sc(N4CCOCC4)nc13)OCO2
    -8%	27µM*	2%	-26	-4%	2.5	3%	-6%
O=C(CSc1ncccn1)NCCC1=CCCCC1
    1%	-9%	4%	1	-1%	0.9	-11%	0%
O=C(CNC(=O)c1ccco1)Nc1ccc(N2CCCCCC2)cc1
    -7%	-7%	-1%	-1	10%	0.2	-12%	-3%
CC(C)Cc1ccc(-c2ccc3nccn3c2)cc1
    -15%	1%	0%	0	-3%	-0.7	5%	-11%
Cc1sc(NC(=O)c2cccnc2)nc1-c1ccccc1
    -4%	-9%	-7%	2	3%	-1.7	-7%	-19%
CCOc1ccc(CCN2C(=S)N([C@@H](Cc3ccccc3)CN3CCCC3CN3C(=S)NC[C@@H]3Cc3ccccc3)C[C@@H]2Cc2ccc(O)cc2)cc1 (stereo not given in full)
    -10%	-8%	0%	1	-3%	-0.8	11µM*	-8%
C=CCOc1ccccc1/C=N/NC(=O)Cc1ccccc1
    -18%	-11%	14%	0	-4%	1.1	-20%	7%
CCOC(=O)c1ccc(OCC2NCCc3cc(OC)c(OC)cc32)cc1 (stereo not given)
    -4%	-5%	6%	10	1%	-2.2	17%	-17%
COc1ccc(CN(C(C)=O)c2cccc(C)c2C)cc1
    3%	-5%	17%	4	0%	-0.4	1%	-7%
COc1cc(Cl)ccc1OCc1cc(C(=O)N2CCCCCCC2)no1
    -5%	-15%	-2%	-4	6%	2.6	1%	-1%
CCOCc1nnc(NC(=O)CCS(=O)(=O)Cc2ccccc2)s1
    0%	-9%	1%	5	-2%	3.0	-7%	-13%
COc1ccc(CCC(=O)Nc2ncc(C)s2)cc1OC
    3%	-6%	-5%	2	-5%[57.1 µM]	-2.0	25%	-2%
COc1ccc2nc(NC(=O)CSc3nc(C)cc(C)n3)sc2c1
    -5%	-18%	9%	-2	-9%	-1.3	36%	-9%
CCCCN(CCCC)C(=O)c1ccccc1NC(=O)CN1C(=O)c2ccccc2C1=O
    -16%	-3%	-8%	2	7%	1.9	12%	-13%
O=C(Nc1ccc(CSc2ccccc2)cc1)c1ccccc1
    -8%	-4%	6%	3	1%	0.5	-1%	6%
CCN(CC)S(=O)(=O)c1ccc(N2CCN(CCOc3ccc(OC)cc3)CC2)nc1
    0%	-7%	14%	-7	5%	-0.3	12%	3%
CCn1nnc(NC(=O)c2ccccc2Br)n1
    0%	-6%	6%	/	6%	4.4	15%	6%
COc1ccc(C(CNC(=O)C2CC(=O)N(Cc3ccccc3)C2)N2CCCC2)cc1 (stereo not given)
    -22%	-3%	0%	-7	13%	-0.1	-12%	-2%
Cc1ccc(C)c(NC(=O)CN(C)C(=O)c2cccc(S(=O)(=O)N3CCCC3)c2)c1
    -3%	-9%	?	-4	-11%	1.2	30%	-18%
COc1ccc(/C=N/NS(=O)(=O)c2ccccc2)cc1OS(=O)(=O)c1ccc(C)cc1
    6%	0%	0%	-12	-9%	-0.6	25%	-16%

Rows are unselected; any-hit rate near 4.1%.
